Assay outcomes deposited in PubChem by several laboratories.
DAX1 inh-1 = inhibits human nuclear receptor DAX1; HEK293 Gal4-DAX1 luciferase reporter, luminescence; inhibition, % at 6.75 µM; hit rate 0.99% among 340,000; AID 504766;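 active means inhibition above the mean over all tested compounds plus 3 SD, cut at about 4.2% in these data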;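 further: 0% = DAX1-transfected cells with DMSO and 100% = empty-vector control cells with DMSO; inhibition shows as a rise in luminescence from relieved DAX1 repression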
GC-B act = GC-B (human) receptor activation; P20594; activation, % at 10 µM; AID 1920062; HEK293-GC-B cells, CNP EC30, cGMP TR-FRET; 0% at EC30 CNP, 100% saturating CNP; hit rate 0.11% among 370,000;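 active means activation at 10 µM reaching about 35% in either raw or pattern-adjusted values, limit read from the data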
Target sequence (P20594 whole entry, looked up): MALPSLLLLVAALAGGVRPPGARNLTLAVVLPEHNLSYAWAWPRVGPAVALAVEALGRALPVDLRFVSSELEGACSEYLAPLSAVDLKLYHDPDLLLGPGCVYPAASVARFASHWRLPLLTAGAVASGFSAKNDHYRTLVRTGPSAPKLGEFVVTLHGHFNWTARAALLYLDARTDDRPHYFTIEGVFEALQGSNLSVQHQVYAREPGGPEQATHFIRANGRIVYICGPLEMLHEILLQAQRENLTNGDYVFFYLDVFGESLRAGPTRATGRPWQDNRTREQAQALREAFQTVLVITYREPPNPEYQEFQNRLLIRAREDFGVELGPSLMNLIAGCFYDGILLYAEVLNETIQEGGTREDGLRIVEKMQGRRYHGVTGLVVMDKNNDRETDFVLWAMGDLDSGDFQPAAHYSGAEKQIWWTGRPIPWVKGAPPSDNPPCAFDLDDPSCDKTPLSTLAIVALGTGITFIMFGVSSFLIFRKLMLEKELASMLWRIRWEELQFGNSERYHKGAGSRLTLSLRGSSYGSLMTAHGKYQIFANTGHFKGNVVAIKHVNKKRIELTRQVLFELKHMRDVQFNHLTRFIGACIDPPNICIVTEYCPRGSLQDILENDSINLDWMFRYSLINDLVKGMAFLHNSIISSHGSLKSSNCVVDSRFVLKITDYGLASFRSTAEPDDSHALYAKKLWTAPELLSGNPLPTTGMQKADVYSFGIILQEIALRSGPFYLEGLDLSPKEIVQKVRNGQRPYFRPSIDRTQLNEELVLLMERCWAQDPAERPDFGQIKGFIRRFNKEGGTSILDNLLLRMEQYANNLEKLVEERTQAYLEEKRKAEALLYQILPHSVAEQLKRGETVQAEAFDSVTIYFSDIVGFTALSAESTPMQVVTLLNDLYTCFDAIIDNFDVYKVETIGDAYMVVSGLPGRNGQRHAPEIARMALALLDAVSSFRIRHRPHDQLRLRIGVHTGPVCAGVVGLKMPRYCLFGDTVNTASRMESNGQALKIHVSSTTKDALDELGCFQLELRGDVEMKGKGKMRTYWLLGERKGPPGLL
FXN GAA850 act = activators of GAA850 frataxin (FXN) promoter. HEK293 lucGAA850 FXN promoter luciferase reporter, 24 h; percent of 10 µM SAHA response. activation, % at 6 µM. hit rate 0.56% among 360,000. AID 540364;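 active means activation above the average of all compounds screened plus 3 SD, cutoff fixed separately per campaign, cut at about 7.5% in these data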;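 further: 0% = DMSO wells and 100% = 10 µM SAHA wells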
HGIII-sPLA2 inh = Blocks human group III sPLA2 activity; Q9NZ20; QFRET BODIPY PC-A2 liposome hydrolysis, fluorescence; inhibition, % at 12.2 µM; hit rate 0.56% among 370,000; AID 743126;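 active means inhibition above mean plus 3 SD of compounds lying within the high and low control bounds, cut at about 19% in these data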;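 further: 0% = median of test compound wells and 100% = no enzyme DMSO wells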
GC-A act = GC-A (human) enzyme activation; HEK293 GC-A cells, cGMP TR-FRET, EC30 ANP; 0% at EC30 ANP, 100% saturating ANP; hit rate 0.14% among 370,000; P16066; activation, % at 10 µM; in the data active means activation above about 40%
hgDAF12 agonist = activates the H. glycines DAF-12 receptor ligand-binding domain. AID 687014. hit rate 1.8% among 370,000. activation, % at 6.8 µM. HEK293 GAL4-hgDAF12 UAS-luciferase reporter, agonist luminescence; normalized to butyrate control;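 active means activation above a cutoff set at the mean of all screened compounds plus 3 SD, cut at about 10% in these data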;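 further: 0% = DMSO wells and 100% = sodium butyrate wells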
ssDAF-12 act = activates DAF-12 receptor from parasite S. stercoralis | activation, % at 6.8 µM | hit rate 1% among 370,000 | HEK293 ssDAF-12/GRIP1 lit1-tk-luc reporter, luminescence; % of 3 µM dafachronic acid response | AID 652126;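 active means activation above the mean over all tested compounds plus 3 SD, cut at about 0.9% in these data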;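 further: 0% = DMSO-only wells and 100% = 3 µM delta7-dafachronic acid wells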
hcDAF12 agonist = activators of H. contortus DAF-12 nuclear receptor. hit rate 1.4% among 370,000. HEK293 hcDAF-12 lit1-tk-luc reporter, luminescence; 0% DMSO, 100% Δ7-dafachronic acid. AID 652067. activation, % at 6.8 µM;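 active means activation above the mean of all tested compounds plus 3 SD, cut at about 5.5% in these data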;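 further: 100% = response to 3 µM Δ7-dafachronic acid high control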
KLK7 zymogen act = proKLK7 (human) activation, primary screen; purified proKLK7, EDANS-DABCYL substrate fluorescence; 100% is mature enzyme control, 0% vehicle; P49862; hit rate 0.9% among 370,000; activation, % at 7 µM;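 active means activation above the mean of all tested compounds plus 3 SD, computed per campaign excluding outliers beyond control limits, cut at about 13% in these data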
DAX1 inh-2 = blocks DAX1 repression of SF-1 activated StAR promoter. hit rate 1.1% among 370,000. HEK293T StAR-luciferase reporter, SF-1/DAX-1 repression relief. AID 652010. inhibition, % at 6.8 µM;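 active means inhibition above the mean over all tested compounds plus 3 SD, cut at about 3.6% in these data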;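 further: 0% = DAX-1 cells with DMSO and 100% = cells lacking DAX-1 with DMSO; higher inhibition means more luminescence from relief of DAX-1 repression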
SMARCA2 activ = activators of SMARCA2 function | MG213 cells, MMTV-luciferase reporter, dexamethasone, overnight | activation, % at 9.1 µM | hit rate 1% among 370,000; in the data active means activation above about 7.8%;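 further: 0% = vehicle wells and 100% = reference activator wells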
* hit, by the source's call; · = not tested or not shown.

SMILES	DAX1 inh-1	GC-B act	FXN GAA850 act	HGIII-sPLA2 inh	GC-A act	hgDAF12 agonist	ssDAF-12 act	hcDAF12 agonist	KLK7 zymogen act	DAX1 inh-2	SMARCA2 activ
COC(=O)COc1cccc(NC(=O)C(c2ccccc2)c2ccccc2)c1	0.9	-7	-2.0	-23	-5	0.1	-0.5	-0.8	0.4	-0.2	0
Cc1cc(C)n(S(=O)(=O)c2ccc(C)c(C)c2)n1	1.3	1	-0.5	0	-2	-0.1	-1.3	0.4	-0.4	-0.7	-1
CCOc1ccccc1NC=C1C(=O)OC2(CCCCC2)OC1=O	0.1	-6	-1.9	-4	4	-0.6	-1.7	0.8	-0.6	-0.1	3
CN(C(=O)c1ccc(F)cc1)c1ccccc1C(=O)NCc1ccccc1	-0.3	-1	0.2	2	0	-2.6	-1.1	-0.2	0.2	-1.6	-2
CCCN(C(=O)COC(=O)COc1c(C)cccc1C)c1c(N)n(Cc2ccccc2)c(=O)[nH]c1=O	0.1	7	-2.4	-2	0	-0.3	-1.1	-0.1	-0.3	0.8	-1
CN(C)C(=O)c1ccc(NC(=O)COc2cccc(Oc3ccccc3)c2)cc1	0.1	3	1.1	2	-1	-1.9	-0.3	-1.8	-0.3	-0.1	-5
Cc1cccc(CN2CCN(Cc3cccc4nonc34)CC2CCO)n1 (configuration not stated)	0.0	2	2.0	1	-1	0.1	-1.2	-0.5	-0.4	-0.1	-1
CN[C@H](C)C(=O)NC[C@H]1O[C@@H](n2cc(C)c(=O)[nH]c2=O)C[C@@H]1O	2.0	5	-3.0	3	3	-0.5	-0.6	-1.1	-0.4	-0.4	0
O=C(NCCOc1ccccc1)C1C(=O)Nc2ccccc2C(=O)N1C1CCCCC1 (configuration not stated)	·	-5	·	-2	-3	2.2	-1.2	1.3	-0.3	-1.0	-1
CC1CCCN(CCCOc2ccccc2-c2ccccc2)C1 (configuration not stated)	0.5	-10	-3.1	-5	-15	-4.0	-1.3	-1.0	-0.6	-1.0	-2
O=C(CSC1=NCCN1)NC1CCCCCC1	1.5	4	3.6	8	0	1.5	-0.4	-0.5	-0.1	-0.2	3
COc1cccc(-c2oc3c(c2C#CC2(N)CCCCC2)C(O)CCC3)c1 (configuration not stated)	·	1	·	-2	1	3.6	-0.7	-0.6	1.0	-1.9	0
COc1ccccc1C(=O)NC(=O)CSc1cccc[n+]1[O-]	-0.5	-5	0.9	2	-4	-1.7	-1.8	2.6	0.2	-0.4	0
CCC1(c2ccc(F)cc2)NC(=O)N(CC(=O)NC2CCCCCC2)C1=O (configuration not stated)	0.4	3	0.6	-3	2	0.0	-1.0	0.3	0.1	0.7	-2
O=c1c2c3c(sc2nc(NCCO)n1-c1ccccc1)CCCC3	-1.2	0	0.8	3	-3	-0.5	-0.9	-2.2	0.4	-0.8	-1
CCC(CO)(CO)N(CC(=O)Nc1ccc(OC)cc1)CC(=O)Nc1ccc(OC)cc1	0.0	-3	0.0	-2	0	0.6	-1.1	-0.2	-0.3	0.5	0
FC(F)(F)c1cccc(NC(=S)NC(c2ccccc2)c2ccccc2)c1	1.1	1	0.5	-28	-11	-2.0	-1.2	2.1	-0.2	-0.7	-4
COCCN1CCN(Cc2cn(C)nc2-c2ccc(Oc3ccccc3)cc2)CC1	3.0	7	1.1	-4	7	1.5	-0.5	0.5	-0.3	-0.3	-6
CCCCCCCOc1ccc(C2(C)NC(=O)NC2=O)cc1 (configuration not stated)	-1.6	-3	1.9	-14	1	1.9	-1.6	-1.1	-0.5	-0.3	0
COc1ccccc1CCN1CCCC(CN(C)CC(C)(C)CO)C1 (configuration not stated)	0.7	1	0.9	14	1	-3.4	-0.1	-2.1	-0.4	0.3	-1
O=C(CCCCn1ccc(=O)[nH]c1=O)Nc1ccc(C(=O)O)c(O)c1	0.8	-1	2.0	-1	6	-0.7	0.3	2.5	-0.4	0.4	-4
COc1cc(/C=N/N2CCN(C3c4ccccc4-c4ccccc43)CC2)ccc1O	0.1	-9	-0.2	-1	-9	0.0	-1.3	1.3	0.2	-0.3	0
COc1ccc(C(=O)n2nc(C)cc2Nc2ccccc2)cc1	2.8	-10	-0.9	2	1	5.8	1.4*	8.7*	-0.3	0.5	4
O=C(CCN1C(=O)/C(=C\c2ccccc2)SC1=S)Nc1ccc(C(=O)O)cc1	0.1	-6	0.4	-1	-3	0.7	-0.4	-1.6	0.1	-0.1	-4
O=C(CN1CCN(c2ccc(F)cc2)CC1)c1ccc(O)cc1O	0.6	-1	0.9	4	4	0.4	-1.3	-2.8	-0.3	-0.3	1

ssDAF-12 act: what is marked active above
Structure | DAX1 inh-1 | GC-B act | HGIII-sPLA2 inh | GC-A act | ssDAF-12 act | hcDAF12 agonist | KLK7 zymogen act | DAX1 inh-2 | SMARCA2 activ
COc1ccc(C(=O)n2nc(C)cc2Nc2ccccc2)cc1 | 2.8 | -10 | 2 | 1 | 1.4* | 8.7* | -0.3 | 0.5 | 4

The listing picks up, repeating the 2 entries before the break.
SMILES	DAX1 inh-1	GC-B act	FXN GAA850 act	HGIII-sPLA2 inh	GC-A act	hgDAF12 agonist	ssDAF-12 act	hcDAF12 agonist	KLK7 zymogen act	DAX1 inh-2	SMARCA2 activ
O=C(CCN1C(=O)/C(=C\c2ccccc2)SC1=S)Nc1ccc(C(=O)O)cc1	0.1	-6	0.4	-1	-3	0.7	-0.4	-1.6	0.1	-0.1	-4
O=C(CN1CCN(c2ccc(F)cc2)CC1)c1ccc(O)cc1O	0.6	-1	0.9	4	4	0.4	-1.3	-2.8	-0.3	-0.3	1
Cc1ccccc1NS(=O)(=O)c1cc(C(=O)NCCSC2CCCCC2)ccc1C	-1.0	3	-1.3	-37	-2	-2.5	-2.0	-2.0	0.4	-0.9	0
Cc1cc(NC(=O)CSc2nnc(-c3ccncc3)n2-c2ccccc2)no1	-0.6	6	0.7	-1	4	-2.0	-1.3	-0.4	0.2	0.7	0
COc1cc(CNc2ccc3[nH]c(=O)[nH]c3c2)ccc1OCc1ccc(Cl)cc1	-2.0	-15	6.5	18	-2	-1.4	-1.4	-1.1	0.8	-0.7	-4
Cc1ccc(NC(=O)CNC(=O)c2ccc(Oc3ccccc3)cc2)nc1	1.5	-10	0.4	-6	1	1.2	-0.9	-1.4	1.2	0.1	-2
COc1ccc(-c2cc(C(F)F)n3ncc(C(=O)N4CCc5ccccc54)c3n2)cc1	-1.0	-4	-4.6	9	-12	-2.2	-1.4	-0.5	0.2	-0.1	-1
CC(C)(C)OC(=O)C[C@@H]1C/C=C\C[C@@H](CC(=O)NCCO)C(=O)N[C@H](C(C)(C)C)COC1=O	0.1	-4	-1.2	5	2	0.4	-1.1	0.7	0.7	0.5	0
O=C(NCc1cccc(F)c1)c1cccc2c1C(=O)c1ccc(Cl)cc1S2(=O)=O	1.7	6	-0.5	1	0	0.7	-1.1	-1.7	0.0	0.9	1
Cc1ccc(OCC(=O)Nc2ccc(-n3cnnn3)cc2)c(C)c1	-0.9	-5	-0.1	-1	-2	-0.6	-0.8	-0.6	-0.5	-1.9	-1
O=C(NCC1CCCO1)c1ccc(Cl)c(F)c1F (configuration not stated)	1.0	4	1.2	5	2	3.3	-1.5	-1.8	-0.1	0.1	-4
COC(=O)Cc1ccc(NC(=S)Nc2cccc(C)n2)cc1	0.1	8	0.8	5	2	-1.5	-1.6	-2.6	0.1	-1.5	0
S=C(NCCSCc1c(Cl)cccc1Cl)Nc1ccccc1	-0.6	-5	-0.8	-23	-1	-0.6	-2.1	-2.7	0.3	-1.3	-3
CN(C[C@@H](Cc1cccc2ccccc12)N(C[C@H](Cc1ccccc1)N(CCc1ccccc1)N=O)N=O)N=O	0.8	-6	1.7	1	2	2.8	-0.6	-0.8	-0.6	-0.2	1
COC(=O)CC1=Nc2ccccc2NC(=O)C1	-0.7	5	0.9	1	1	3.0	-0.9	-1.1	0.5	-0.7	-3
O=C(CCN1C(=O)c2ccccc2C1=O)Nc1ccccc1C(=O)N1CCOCC1	0.6	2	-2.1	-2	-2	-1.5	-1.0	-1.8	-1.0	0.3	-2
O=c1c(Cc2ccc(F)cc2)c(O)ccn1C1CCCCC1	1.1	-1	0.7	2	-2	-2.9	-1.3	-1.2	-0.2	-0.4	1
CC(C)(C)[C@H]1COC(=O)[C@H](NC(=O)OCC2c3ccccc3-c3ccccc32)C/C=C\C[C@@H](CC(=O)N[C@H](CO)Cc2ccccc2)C(=O)N1	-0.3	4	-0.8	-3	1	0.0	-0.6	-0.1	0.8	-0.1	0
CC(=O)C1=C(O)C(=O)N(Cc2ccco2)C1c1cccc(F)c1 (configuration not stated)	-0.4	4	0.9	-5	1	-1.8	-1.5	-1.1	-0.1	1.0	2
Cc1nc(SC2CC(=O)N(c3ccc([N+](=O)[O-])cc3)C2=O)nc2c1CCCC2 (configuration not stated)	-0.6	-5	-1.9	4	-5	0.6	-1.2	-0.9	0.0	0.3	1
CCC(NC(=O)CCl)c1ccc(C)cc1 (configuration not stated)	1.1	2	-1.2	3	1	-1.7	-1.1	0.8	0.2	-2.6	-2
CCN(C(=O)COC(=O)CCNS(=O)(=O)c1ccccc1F)c1c(N)n(Cc2ccccc2)c(=O)[nH]c1=O	0.0	1	0.6	-6	4	-2.7	-1.5	-0.3	-0.2	1.2	0
CC(=O)c1cccc(NC(=O)c2ccc3c(c2)C(=O)N(Cc2cccnc2)C3=O)c1	-0.4	0	1.7	2	0	2.7	-0.7	-1.6	0.0	0.4	0
CCCCNc1nc2c(c(=O)n(C)c(=O)n2C)n1Cc1cccc(OC)c1	-3.3	22	-2.5	0	32	-7.5	-2.2	-4.1	-0.2	-2.3	-7
CCCOc1ccccc1C(=O)N(Cc1cccs1)C1CCS(=O)(=O)C1 (configuration not stated)	0.8	-11	1.0	4	-7	0.2	-0.8	-1.0	-0.1	0.1	-4
O=c1[nH]c2c(Br)cnc([N+](=O)[O-])c2[nH]1	-0.7	10	1.9	11	2	1.2	-0.8	-1.2	-0.2	0.5	-3
CCOc1cc(C(=O)NCCC(=O)N2CCC3(CC2)NCCc2[nH]cnc23)cc(OCC)c1OCC	0.4	9	-0.1	4	7	-0.2	-0.9	-1.2	-0.6	-0.2	-1
O=C(NC1(C(F)(F)F)N=C(c2ccccc2)NC1=O)c1ccccc1 (configuration not stated)	0.4	3	2.0	-4	-1	-0.2	-1.3	-0.6	0.4	-0.3	-4
Cn1ncc2c(N3CCC(Cc4ccccc4)CC3)ncnc21	-1.7	0	3.0	-5	3	0.0	-2.1	-2.8	-0.1	-0.3	-2
CCOC(=O)CC(=O)CSc1nc(N)c(C#N)c(-c2ccc(F)cc2)c1C#N	-0.5	-4	-3.4	-8	-8	-0.7	-1.4	-1.2	14*	-0.3	-2

A different layout for 2 compounds above.
SMILES | DAX1 inh-1 | GC-B act | FXN GAA850 act | HGIII-sPLA2 inh | GC-A act | hgDAF12 agonist | ssDAF-12 act | hcDAF12 agonist | KLK7 zymogen act | DAX1 inh-2 | SMARCA2 activ
Cc1nc(SC2CC(=O)N(c3ccc([N+](=O)[O-])cc3)C2=O)nc2c1CCCC2 (configuration not stated) | -0.6 | -5 | -1.9 | 4 | -5 | 0.6 | -1.2 | -0.9 | 0.0 | 0.3 | 1
O=C(CCN1C(=O)c2ccccc2C1=O)Nc1ccccc1C(=O)N1CCOCC1 | 0.6 | 2 | -2.1 | -2 | -2 | -1.5 | -1.0 | -1.8 | -1.0 | 0.3 | -2
